Bioassay records deposited in PubChem by Broad Institute.
SIRT5 block – SIRT5 desuccinylase inhibitors, primary screen, biochemical, fluorescence imaging, single point, set 5. NAD-dependent protein deacylase sirtuin-5, mitochondrial (Homo sapiens), Q9NXA8. Purified SirT5, succinyl-peptide AMC, trypsin-coupled fluorescence. inhibition, % at 15 µM. 1.1% of 330,000 active. AID 652115, 2013; in the data active = inhibition above about 15%; inconclusive = no clear call, values can overlap the other calls
Target sequence (Q9NXA8 whole entry, looked up): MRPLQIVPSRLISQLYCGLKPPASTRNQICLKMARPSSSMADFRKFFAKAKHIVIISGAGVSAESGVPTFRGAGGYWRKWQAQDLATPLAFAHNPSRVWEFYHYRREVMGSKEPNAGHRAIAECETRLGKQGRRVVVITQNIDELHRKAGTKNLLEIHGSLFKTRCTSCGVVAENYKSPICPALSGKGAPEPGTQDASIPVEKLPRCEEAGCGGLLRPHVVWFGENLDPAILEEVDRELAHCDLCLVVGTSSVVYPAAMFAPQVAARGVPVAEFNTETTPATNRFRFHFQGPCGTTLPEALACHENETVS
miR122 inh – miR-122 Renilla sensor signal increase in Huh7, primary screen, miR-122 inhibitor project, cell-based, single point, plate reader. 0.3% of 340,000 active. activation (reporter increase), % at 12.5 µM. Huh7 miR-122 Renilla luciferase sensor, 48 h; neutral wells = 0, positive control = 100. AID 602342, 2012;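 active = mean replicate activation score at least 90 and every replicate individually at or above 90; inconclusive = only one of the two criteria met; inactive = neither criterion met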;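 note: higher luciferase means less miR-122 activity so hits act as miR-122 inhibitors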
F508del corr – F508del CFTR correction, initial screen, CFBE line, single point; CFBE cells, YFP halide quenching; stimulated with forskolin plus potentiator P3; % fluorescence drop versus neutral controls; activity (quench increase), % at 7.58 µM; 0.36% of 350,000 active;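 active = mean added fluorescence quench of at least 8% versus neutral control, with both replicates also reaching 8%; inconclusive = only one of the mean or replicate conditions met; inactive = mean below 8% and not both replicates reaching 8%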;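 note: cells transiently co-express mutant CFTR-F508del with the halide-sensitive YFP; corrector assay measuring rescue of mutant channel to the surface after 24 h compound exposure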
DENV2 CPE – inhibitors of DENV2 cytopathic effect, primary screen, cell-based, plate reader, single concentration | DENV2-infected cells, cytopathic effect rescue | 1.7% of 350,000 active | AID 651640, 2012 | CPE inhibition, % at 9.99 µM; in the data active = CPE inhibition above about 20%, passing the limit was not always enough; inconclusive = no clear call, values can overlap the other calls; tested in BHK-21 cells;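 note: 0% = median of neutral control wells and 100% = median of positive control wells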
ERAP1 HTS inh – human ERAP1 aminopeptidase inhibitors, primary screen, biochemical, single point, plate reader | Endoplasmic reticulum aminopeptidase 1 (Homo sapiens), Q9NZ08 | recombinant ERAP1, Leu-AMC fluorescence, 60 min | inhibition, % at 10.7 µM | 0.15% of 340,000 active | AID 652197, 2013;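 active = mean replicate inhibition of at least 30%, or all replicates individually reaching that 30% level; inactive = mean below 30% and not every replicate reaching it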;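 note: 0% = neutral control wells and 100% = L-leucinethiol positive control wells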
CASP6 VEID inh – human caspase-6 inhibitors, primary screen, biochemical, VEID-R110 fluorescence, single point, set 2. P55212. purified caspase-6, Z-VEID-R110 cleavage fluorescence. inhibition, % at 12.5 µM. 0.53% of 350,000 active;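 active = mean inhibition across replicates at least about 35%, with every replicate also reaching that limit, limit read from the data; inconclusive = only one of the two criteria met; inactive = neither criterion met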;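 note: 0% = median of neutral control wells and 100% = no fluorescence left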
Target sequence (P55212 24-179 limits assumed): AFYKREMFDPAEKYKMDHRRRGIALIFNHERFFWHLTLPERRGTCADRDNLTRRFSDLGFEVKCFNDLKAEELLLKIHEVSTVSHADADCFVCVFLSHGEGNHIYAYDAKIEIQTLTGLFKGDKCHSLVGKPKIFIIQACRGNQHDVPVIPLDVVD
Target sequence (P55212 194-293 limits assumed): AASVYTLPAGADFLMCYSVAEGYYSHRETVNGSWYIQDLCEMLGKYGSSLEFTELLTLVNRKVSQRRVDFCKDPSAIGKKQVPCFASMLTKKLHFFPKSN
ERp5 block – inhibitors of ERp5-driven insulin aggregation, primary screen, biochemical, turbidity, absorbance 650 nm, single point. Protein disulfide-isomerase A6 (Homo sapiens), Q15084. 90 min. inhibition, % at 9.99 µM. 0.05% of 350,000 active;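 active = mean replicate inhibition above about 25%, with every replicate also reaching it, limit read from the data, passing the limit was not always enough; inconclusive = only one of those two criteria met; inactive = neither criterion met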
Target sequence (Q15084 whole entry, looked up): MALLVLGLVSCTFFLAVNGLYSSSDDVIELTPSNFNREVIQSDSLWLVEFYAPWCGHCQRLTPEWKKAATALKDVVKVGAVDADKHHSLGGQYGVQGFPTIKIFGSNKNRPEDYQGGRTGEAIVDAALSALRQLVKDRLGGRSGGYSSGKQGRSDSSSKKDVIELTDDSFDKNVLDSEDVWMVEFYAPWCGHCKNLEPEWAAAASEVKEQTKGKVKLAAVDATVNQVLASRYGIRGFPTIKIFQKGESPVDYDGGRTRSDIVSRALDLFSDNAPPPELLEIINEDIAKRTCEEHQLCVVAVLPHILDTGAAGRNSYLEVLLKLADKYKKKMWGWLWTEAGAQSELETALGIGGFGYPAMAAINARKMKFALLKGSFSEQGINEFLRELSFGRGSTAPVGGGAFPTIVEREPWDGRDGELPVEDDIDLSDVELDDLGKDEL
Active calls of the source: *; ? = inconclusive; . = no result given; & = joins results of further samples; [ ] = another dose, or the depositor's remark. Outcome played no part in choosing rows; 4% or so of the library scored in one or more.

nr	canonical_smiles	SIRT5 block	miR122 inh	F508del corr	DENV2 CPE	ERAP1 HTS inh	CASP6 VEID inh	ERp5 block
1	CC(C)CC#Cc1ccc([C@H]2[C@@H](CO)N3C(=O)CN(C(=O)Cc4cccnc4)C[C@@H]23)cc1	-3.1	.	2.7	-1.0	1.9	4.7	2.2
2	O=C(Nc1ccc(S(=O)(=O)Nc2ncccn2)cc1)C1CC(=O)N(c2ccccc2)C1 (stereo not drawn)	-0.3	1.5	0.9	12.3	-2.0	2.6	-13.2
3	C[C@H]1CN([C@@H](C)CO)C(=O)c2cccc(NC(=O)C3CCOCC3)c2O[C@H]1CN(C)S(C)(=O)=O	-0.7	1.7[16.7 µM]	-0.6	12.7	-0.1	-1.5	-2.3
4	O=C(Nc1cccc(NC(=O)c2ccccc2[N+](=O)[O-])c1)c1ccccc1Cl	0.4	14.8	-8.9	-5.4	-2.5	-1.3	-9.3
5	CN1CCC(N(C)S(=O)(=O)c2ccc(NC(=O)Cc3ccc(F)cc3)cc2)CC1	-3.1	.	3.0	-4.8	-2.3	-20.5	2.1
6	COc1ccc(N(CC(=O)NCCC2=CCCCC2)S(C)(=O)=O)cc1OC	-0.8	-4.6	-1.2	.	2.7	-1.8	2.8
7	Cc1ccccc1NC(=O)CN1C(=O)N/C(=C\c2ccccc2OCc2ccc(C(=O)O)cc2)C1=O	-1.1	-1.5	-1.7	-2.5	1.4	3.8	5.2
8	COC(=O)c1ccccc1NC(=O)COC(=O)C1CCCCC1	-0.2	-7.2	-3.0	0.3	2.0	-3.5	-3.2

Sorted by value in ERAP1 HTS inh (falling): 3 from the list above
nr	canonical_smiles	SIRT5 block	miR122 inh	F508del corr	DENV2 CPE	ERAP1 HTS inh	CASP6 VEID inh	ERp5 block
6	COc1ccc(N(CC(=O)NCCC2=CCCCC2)S(C)(=O)=O)cc1OC	-0.8	-4.6	-1.2	.	2.7	-1.8	2.8
8	COC(=O)c1ccccc1NC(=O)COC(=O)C1CCCCC1	-0.2	-7.2	-3.0	0.3	2.0	-3.5	-3.2
2	O=C(Nc1ccc(S(=O)(=O)Nc2ncccn2)cc1)C1CC(=O)N(c2ccccc2)C1 (stereo not drawn)	-0.3	1.5	0.9	12.3	-2.0	2.6	-13.2

Quoted from the listing.
cpd 5 in F508del corr shows 3.0
cpd 4 in SIRT5 block shows 0.4

Later entries.
nr	canonical_smiles	SIRT5 block	miR122 inh	F508del corr	DENV2 CPE	ERAP1 HTS inh	CASP6 VEID inh	ERp5 block
9	CCCc1nc2oc3c(OCC)ncnc3c2c2c1COC(C)(C)C2	-4.1	-2.8	1.2	-4.8	-0.2	-2.6	-14.6
10	O=C(NC(=S)Nc1ccccc1N1CCOCC1)c1cccs1	-1.6	.	.	-2.3	3.3	1.4	2.7
11	COc1ccc(OC)c(/C=C/C(=O)Oc2ccc(C(C)=O)cc2)c1	-8.1	.	-1.2	-2.6	13.4	4.3	3.9
12	COc1ccc(NS(=O)(=O)c2ccc(NC(=S)NC(=O)c3ccc(Br)cc3)cc2)nn1	0.2	-2.7	0.2	?	0.8	-1.7	5.8
13	CCC1CCCCN1S(=O)(=O)c1ccc(C(=O)N(CCCN(C)C)c2nc3cc4c(cc3s2)OCO4)cc1 (stereo not drawn)	-4.5	-5.5	-0.4	6.3	0.5	-21.1	0.9
14	CC(=O)NC(CC(=O)N(Cc1ccccc1)c1ccc(C)cc1)c1ccccc1 (stereo not drawn)	-0.5	-3.8	-0.1	-3.3	-2.1	0.1	0.0
15	O=S(=O)(/N=C(\c1ccccc1)N1CCOCC1)c1ccc(Cl)cc1	.	.	-0.2	2.7	8.1	1.5	-0.1
16	O=C(COC(=O)CC1SC(N2CCCC2)=NC1=O)Nc1c(F)c(F)c(F)c(F)c1F (stereo not drawn)	-5.8	-0.9	-2.5	-6.4	0.9	-4.2	1.1
17	O=C(Nc1ccc(F)cc1)Nc1ccc2c(c1)[C@H]1C[C@H](CC(=O)N3CCOCC3)O[C@@H](CO)[C@H]1O2	-1.5	0.1[16.7 µM]	0.2	-2.1	0.2	2.6	-1.6
18	CCC(=O)Nc1ccc2c(c1)Cc1cc([N+](=O)[O-])ccc1-2	-1.3	.	.	-10.3	-4.2	1.6	-2.6
19	Fc1ccc(C(c2nnnn2C2CCCC2)N(Cc2ccco2)CC2CCCO2)cc1 (stereo not drawn)	-3.0	84.8	.	.	1.1	0.3	-6.0
20	O=C(NNC(=O)c1cccc2ccccc12)c1ccc(Br)cc1	-1.5	1.1	.	-10.9	-8.9	-3.4	-3.7
21	CC1(C)ON(C2CCCCC2)[C@H]2c3nc4ccccc4n3C[C@H]21	.	-1.5	-3.8	-7.1	-0.5	0.3	0.4
22	C[C@H](CO)N1C[C@H](C)[C@@H](CN(C)S(=O)(=O)c2cn(C)cn2)Oc2c(NC(=O)Nc3ccc(C(F)(F)F)cc3)cccc2C1=O	-3.2&-1.7	33.0[16.7 µM]	-1.0&3.4	-1.7&-5.6	0.8&-19.2	1.7&5.8	-1.7&2.8
23	O=C(COC(=O)c1cc(S(=O)(=O)N2CCCC2)ccc1O)Nc1ccc(S(=O)(=O)N2CCOCC2)cc1	-1.0	.	0.2	4.5	-3.4	-0.3	0.2
24	CCCOC1CCCN(C(=O)CCc2nnc(-c3ccc4c(c3)OCO4)o2)C1 (stereo not drawn)	-2.3	-0.2	-0.9	-3.4	-2.2	-99.5	6.7
25	CC(=O)Nc1cc2cc(NS(=O)(=O)c3ccc(C)cc3)ccc2oc1=O	-2.9	2.2	-1.0	-3.8	0.4	1.1	-3.1
26	CN(C)c1ccc(/C=C/c2nc3ccccc3c(=O)n2-c2ccc(C(=O)O)cc2)cc1	10.5	-12.1	4.1	-6.9	0.5	5.7	-0.2
27	COc1ccc(S(=O)(=O)NCc2ccccn2)cc1C	.	14.3	3.2	3.2	-5.7	-0.9	1.3
28	COCC(=O)N(C)C[C@@H]1Oc2cc(C#CCC3CCCC3)ccc2S(=O)(=O)N([C@@H](C)CO)C[C@H]1C	4.8	.	-0.1	-1.3	.	.	22.0
29	O=C(COC(=O)/C=C/c1ccc(F)cc1)Nc1ccc(Cl)cn1	-4.4	.	-4.3	-11.0	-2.5	0.8	-4.7
30	COc1ccc(S(=O)(=O)N(C)CC(=O)N2CCN(c3ccccc3)CC2)cc1	-6.5	0.6	1.9	7.0	-1.5	-3.4	-4.2
31	O=C(CSc1ncc(-c2ccccc2)[nH]1)Nc1cccc(O)c1	1.9	5.1	-0.5	6.1	-2.1	3.0	0.6
32	C/C(=N\NC(=O)c1cccc(S(=O)(=O)Nc2ccc(C)cc2C)c1)c1ccncc1	3.5	-2.7	5.0	-1.5	-2.9	-2.9	5.1
33	Cc1c(NC(=O)CN2CC(C)OC(C)C2)c(=O)n(-c2ccccc2)n1C (stereo not drawn)	.	-5.8&-0.5	1.1	3.6	1.8	-72.5	-0.2
34	Cc1cc(NC(=O)c2n[nH]c(=O)c3ccccc23)ccc1Br	-2.0	.	-1.2	?	-1.3	2.1	7.2
35	CS(=O)(=O)Nc1ccc2c(c1)[C@@H]1C[C@H](CC(=O)NCC3CC3)O[C@@H](CO)[C@@H]1O2	5.8	5.7[16.7 µM]	-0.8	0.7	1.4	-4.2	-0.9
36	CC(C)CCN1CCN(C/C=C/c2ccco2)CC1CCO (stereo not drawn)	-2.4	7.2	1.6	4.5	1.1	-5.8	0.1
37	Cc1cc(C)n2nc(S(=O)(=O)NC(C)(C)C)nc2n1	.	-5.8	2.3	3.2	2.9	1.9	-1.2
38	O=C(Nc1ccccc1F)N1CCCCN2[C@@H](CO)[C@H](c3ccc(C#Cc4ccccc4)cc3)[C@@H]2C1	-8.6	0.5[16.7 µM]	5.4	12.8	-3.3	0.3	-1.7
39	COC(=O)C[C@@H]1CC[C@@H]2[C@@H](COc3ccc(NC(=O)Nc4cc(C)cc(C)c4)cc3C(=O)N2C)O1	4.2	.	.	11.3	1.6	1.4	-0.6
40	C[C@H]1CN([C@@H](C)CO)C(=O)Cc2cc(NC(=O)NC3CCCCC3)ccc2O[C@@H]1CN(C)C(=O)Nc1ccc2c(c1)OCO2	-0.3	3.0[16.7 µM]	-0.2	-1.0	1.1	1.2	1.2
41	Cc1cccc(C)c1NC(=O)c1ccc(N2CCCC2=O)cc1	-1.4	-2.6	1.4	-2.2	1.9	-2.2	-14.3
42	O=C(N/N=C\c1ccc([N+](=O)[O-])o1)c1cncc(Br)c1	21.3*	.	-1.2	4.6	.	39.0*	2.2
43	C1CCCCCC(NCCN2CCNCC2)CCCCC1	-1.6	.	-5.2	-16.0	12.4	-26.3	1.0
44	O=C(O)c1ccc(Nc2c3ccccc3nc3ccccc23)cc1	-41.7	-5.0	-3.3	2.2	-21.7	3.9	2.7
45	CC(C)N(C(=O)[C@H]1C[C@H](CC(=O)NCc2cccc(C(F)(F)F)c2)C(=O)N2CCc3c([nH]c4cc(-c5ccco5)ccc34)[C@]12C)C(C)C	-5.4	-4.7	-0.3	17.9	0.1	-6.4	1.6
46	O=C(O)C[C@H]1CC[C@H](NC(=O)c2ccccc2F)[C@H](CO)O1	2.9	.	1.4	5.2	-4.0	1.4	3.2
47	COc1ccc(NC(=O)Nc2ccc3c(c2)C(=O)N([C@@H](C)CO)C[C@H](C)[C@@H](CN(C)Cc2ccc(C(F)(F)F)cc2)OCCCC[C@H](C)O3)cc1	8.1	1.9[16.7 µM]	-0.4	-21.0	-1.5	0.2	-7.9
48	CC1(C)Cc2ccccc2C(CSc2ccccc2C(=O)O)=N1	2.9	-2.5	-2.0	.	-0.7	0.9	-4.4
49	COc1ccccc1N1CCN(C2CC(=O)N(c3ccc(F)cc3)C2=O)CC1 (stereo not drawn)	-2.3	.	-3.8	1.0	-3.7	-0.7	1.6
50	CCOc1ccc(CCN2C(=O)C(=O)N([C@@H](Cc3ccccc3)CN3CCC[C@H]3CN3C(=O)C(=O)NC[C@@H]3CC(C)C)C[C@@H]2Cc2ccc(O)cc2)cc1	-1.0	.	0.6	10.4	-0.1	0.7	0.1
51	C[C@H]1CN([C@@H](C)CO)C(=O)c2cc(N(C)C)ccc2O[C@@H]1CN(C)Cc1ccc(C(F)(F)F)cc1	.	78.3[16.7 µM]	-2.4	5.8	0.1	-0.4	-3.8
52	Cn1c(CCNC(=O)c2ccccc2F)nnc1SCc1nc2ccccc2c(=O)[nH]1	-0.2	4.1	-1.7	-4.4	-2.7	2.8	2.9
53	CC1(C(=O)NS(=O)(=O)Cc2ccccc2)CCN1C(=O)C/C=C/c1ccccc1 (stereo not drawn)	-1.4	0.3	-0.3	8.1	-0.3	-0.3	0.2
54	C[C@H]1CN([C@@H](C)CO)C(=O)c2cc(NC(=O)Nc3ccc(C(F)(F)F)cc3)ccc2O[C@@H]1CN(C)C(=O)Nc1cccc2ccccc12	.	-8.4[16.7 µM]	-6.5	-3.5	.	.	.
55	CCCN(CCC)C(=O)c1c(C)[nH]c(C(=O)OCC)c1C	1.9	-1.8	2.2	?	1.0	0.6	1.0
56	O=C(C[C@@H]1CC[C@H](NC(=O)C2CCOCC2)[C@H](CO)O1)Nc1ccc(-c2ccccc2)cc1	2.5	.	1.3	?	1.5	1.3	-4.2
